Vif-APOBEC3F blk: Vif-A3F binding inhibition; HeLa A3F-eYFP + Vif (tagged APOBEC3F with the HIV-1 protein that degrades it), YFP fluorescence increase; 0.2% of 390,000 active; Potency, µM (top dose mostly 46.1 µM), inactives show at the top dose activity, negative = active; note: potency is the fitted concentration of half-maximal effect; % of control where 0% means no effect; nearly all actives have a fitted effect of over 65% in size
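HeLa cells stably expressing A3F-eYFP plus Vif, plated and incubated overnight at 37 deg C, then exposed to compounds overnight at 37 deg C. Blocked degradation read as raised yellow fluorescence (Ex 488/Em 500-530).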
Glioma ERSR ind: ER stress response induction in glioma; U87-MG GRP78 promoter luciferase reporter, 16 h; Potency, µM, without a hit: at the highest dose activation, usual class: activators; 0.02% of 420,000 active; note: potency is the fitted concentration of half-maximal effect; series mostly up to about 76 µM; % of control where 0% means no effect; nearly all actives have a fitted effect of over 35% in size
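ERSR induction read as luciferase luminescence (Bright-Glo, 10 min at room temperature) in stably transfected human U87-MG glioma cells exposed to compounds for 16 h, using GRP78 as sensor.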
D2 ag: D2 dopamine receptor (human) agonism; 0.53% of 340,000 active; AID 485358; activation, % at 2 µM; HEK293 T-REx D2 cells, calcium flux agonist mode; P14416;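 active = activation over 3 SD above normal in the single-dose calcium agonist read, cut at about 30% in these data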; note: 0% is about no effect
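Agonism is scored from calcium flux in a force-coupled, inducible HEK293 cell line expressing D2, read kinetically for 180 s after compound addition against dopamine controls.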
ERG-DNA inh: blocks human ERG Ets domain binding to DNA; fluorescence polarization, His-ERG Ets domain / labelled DNA; AID 624246; P11308; Potency, µM (highest dose often 76.9 µM), inactives show top-dose FP activity, negative = inhibition, most hits filed as inhibitors; 0.028% of 370,000 active; active = well fitted inhibition curve with a large enough effect in the polarisation, with a control signal flat; inconclusive = small, poorly fitted or top-dose-only effect, or effect the other way, or a change in a side signal; inactive = no such curve, though single readings can be large or run the other way; the % refers to the polarisation;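 note: polarization taken with two DNA probes labelled with fluorescein and Texas red; potency is the fitted concentration of half-maximal effect; % of control where 0% means no effect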
Target sequence (P11308 whole entry, looked up, the tested form may be a part): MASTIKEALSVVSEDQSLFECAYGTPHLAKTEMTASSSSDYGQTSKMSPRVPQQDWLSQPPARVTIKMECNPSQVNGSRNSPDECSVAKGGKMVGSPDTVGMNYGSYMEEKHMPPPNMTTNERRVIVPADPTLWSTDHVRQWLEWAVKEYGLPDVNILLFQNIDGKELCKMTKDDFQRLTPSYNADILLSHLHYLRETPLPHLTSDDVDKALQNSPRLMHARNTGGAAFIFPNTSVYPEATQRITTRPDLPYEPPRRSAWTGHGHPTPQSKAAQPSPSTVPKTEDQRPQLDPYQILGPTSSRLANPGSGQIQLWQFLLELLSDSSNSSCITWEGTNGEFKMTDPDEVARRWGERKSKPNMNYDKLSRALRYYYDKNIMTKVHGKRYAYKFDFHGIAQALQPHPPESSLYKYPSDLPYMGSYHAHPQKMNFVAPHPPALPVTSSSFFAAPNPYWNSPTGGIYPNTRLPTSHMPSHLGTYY
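His-tagged ERG Ets domain (1 uM in the protein solution; 300mM KCl, 50mM Tris-HCl, 1mM EDTA, 1mM DTT, pH 7.5) received compound, then a probe mix of 5 nM fluorescein-DNA and 100nM Texas-615-DNA. Fluorescence polarization was read for both dyes.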
LDHA block: LDHA (human) enzyme inhibition; P00338; purified LDHA, NADH/diaphorase-resazurin fluorescence; hits give low values; activity change, % (values are at about 110 or 230 µM); 0.15% of 480,000 active; AID 1347041; in the data active = activity change below about -30%; inconclusive = mostly about -25% to -30%;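 note: plate controls were DMSO wells for no effect and wells without enzyme for full effect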
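Remaining NADH was detected by diaphorase (0.133 mg/mL) converting 37 µM resazurin to fluorescent resorufin, read at 0 and 20 minutes. The preceding 5-minute room-temperature reaction used 2 nM LDHA, 0.2 mM sodium pyruvate and 0.06 mM NADH at pH 7.4.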
Vif-A3G inh: blocks the Vif interaction with human APOBEC3G; HeLa A3G-eYFP + Vif (tagged APOBEC3G with the HIV-1 protein that degrades it), YFP fluorescence, overnight; Potency, µM (series often up to 46.1 µM), inactives show top-dose activity, negative = active, most hits filed as inhibitors; 0.076% of 410,000 active; AID 602310;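 note: potency is the fitted concentration of half-maximal effect; % is set by controls: 0 for no effect and ±100 for the full control effect; nearly all actives have a fitted effect of over 60% in size; hits raise eYFP signal because A3G escapes Vif-driven loss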
Target sequence (Q9HC16 whole entry, looked up): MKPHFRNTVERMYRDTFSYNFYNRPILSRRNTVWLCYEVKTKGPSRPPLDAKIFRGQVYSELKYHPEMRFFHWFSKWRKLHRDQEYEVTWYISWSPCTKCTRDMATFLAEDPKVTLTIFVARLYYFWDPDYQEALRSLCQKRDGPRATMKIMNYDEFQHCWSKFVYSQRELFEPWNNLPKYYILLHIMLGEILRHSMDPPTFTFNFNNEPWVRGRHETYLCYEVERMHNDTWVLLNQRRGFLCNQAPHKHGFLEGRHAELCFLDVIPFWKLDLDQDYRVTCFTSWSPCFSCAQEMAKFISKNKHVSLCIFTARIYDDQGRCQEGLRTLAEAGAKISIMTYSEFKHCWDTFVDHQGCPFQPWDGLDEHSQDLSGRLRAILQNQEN
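HeLa cells stably expressing Vif and C-terminally eYFP-tagged A3G, seeded overnight at 37 deg C, then exposed to compound by pintool overnight at 37 deg C. Rise in yellow fluorescence (Ex 488/Em 500-530, Acumen) marks blocked Vif-driven A3G degradation.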
RGS4 inh: inhibitors of human regulator of G protein signaling 4; 0.039% of 390,000 active; Potency, µM (titrated, usually from 114 µM), for the others: at the top dose activity change, negative = inhibition, actives largely listed as inhibitors; P49798; Transcreener GDP fluorescence polarization, RGS4-accelerated GTP hydrolysis; note: potency is the fitted concentration of half-maximal effect; % is set by controls: 0 for no effect and ±100 for the full control effect; nearly all actives have a fitted effect of over 75% in size; some results filed as inactive show a strong effect at the top dose
Target sequence (P49798 whole entry, looked up): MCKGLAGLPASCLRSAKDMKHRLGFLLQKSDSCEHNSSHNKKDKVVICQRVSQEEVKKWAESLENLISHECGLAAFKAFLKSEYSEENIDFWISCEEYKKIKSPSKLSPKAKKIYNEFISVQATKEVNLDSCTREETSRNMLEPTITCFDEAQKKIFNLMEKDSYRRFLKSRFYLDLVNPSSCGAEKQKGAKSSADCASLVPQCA
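MLSMR compounds (23 nl, pin-transferred) preincubated 10 min at room temperature with a 500nM (2x) first reagent, then RGS4 at 900nM (2x) plus Transcreener GDP mix added; fluorescence polarization (620/688 nm) read before and after 90 min at 30 °C.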
D2 antagonist: D2 dopamine receptor (human) antagonism. P14416. HEK293 TREx D2 cells, calcium flux, dopamine EC80. inhibition, % at 10 µM. 2% of 340,000 active. AID 485344; in the data active = inhibition above about 30%; note: 0% is about no effect
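In this primary screen, negative modulation is detected by tracking calcium flux after an EC80 dopamine challenge in inducible HEK293 T-REx D2 cells preexposed to test compound for 180 s.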
ALOX12 inh: inhibitors of human 12S-lipoxygenase ALOX12. P18054. purified 12hLO, xylenol orange hydroperoxide absorbance. Potency, µM (titrated, usually from 108 µM), for the others: top-dose activity change, negative = inhibition, most hits filed as inhibitors. 1.1% of 580,000 active; note: potency is the fitted concentration of half-maximal effect; % is set by controls: 0 for no effect and ±100 for the full control effect
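Purified human 12hLO at 150 nM in 25 mM Hepes, 0.01% Triton X-100, pH 7.0, preincubated 15 min at room temperature with compound. Reaction started with 40 uM arachidonic acid, 30 min at room temperature. Hydroperoxide measured by Fe-xylenol orange, 573/405 nm absorbance ratio.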
* hit, by the source's call; i = inactive; ? = inconclusive; · = no result given; & = joins results of further samples; [ ] = dose if it differs, or a comment. Unless noted, calls come from the whole dose curve; as a rule, active = well fitted curve in the direction sought with a large enough effect; inconclusive = small, poorly fitted or top-dose-only effect, or another doubt; inactive = no such curve, though single readings can be large; an effect the other way counts as inactive or inconclusive. A portion of the library, so the mix of outcomes need not match the whole.

Below each SMILES – ALOX12 inh	D2 antagonist	Vif-APOBEC3F blk	Glioma ERSR ind	RGS4 inh	D2 ag	LDHA block	Vif-A3G inh	ERG-DNA inh
> COc1ccc(NC(=O)C/C(C)=N/NC(=O)c2ccco2)c([N+](=O)[O-])c1
→ 0%	-14	10%	3%	-9%	-0.5	-6	1%	-3%
> O=C(c1ccc(Br)cc1)c1coc2ccc(O)cc12
→ 22µM*	·	0%	5%	0%	·	7	-3%	2%
> CC(=O)c1ccc(OCCCC(=O)OCC(=O)N2CCN(S(=O)(=O)c3ccc(C)cc3C)CC2)cc1
→ 11%	·	-6%	-6%	-17%	·	-4	-1%	-2%
> Cc1cccc(N2C(=O)N3[C@H](c4ccc(Br)cc4)[C@@H]4C(=O)N(C(C)(C)C)C(=O)[C@@H]4[C@]3(Cc3ccc(Cl)cc3)C2=O)c1
→ -20%	-8	4%	2%	-2%	0.0	-3	1%	13%
> CCN(CC)c1ccc(/C=N/Nc2nc(C)cc(C)n2)c(O)c1
→ ?	-17	?	-3%	-45%	-2.1	14	-4%	11%
> NC(=O)CC(NC(=O)c1cccc(Br)c1)c1ccc(N2CCN(c3ccccn3)CC2)c([N+](=O)[O-])c1 (centres undefined)
→ ?	-8	7%	-5%	-3%	5.1	-1	-1%	-25%
> Cn1c(=O)c2c(ncn2CC(=O)N/N=C/c2ccco2)n(C)c1=O
→ 0%	-12	6%	3%	-37%	-1.7	-6	1%	·
> CC(=O)c1ccc(NC(=O)NCCc2c[nH]c3ccccc23)cc1
→ -61%&-27%	·	2%	0%	-8%	-0.8	-2&4	-4%	2%
> COC(=O)CN(c1cccc(OC)c1)S(C)(=O)=O
→ -10%	-8	3%	-1%	17%	-1.2	-15	-1%	-4%
> COCc1nnc(NS(=O)(=O)c2ccc(OC)cc2)s1
→ ?	·	10%	2%	-2%	·	-4	2%	4%

(listing goes on)
Below each SMILES – ALOX12 inh	D2 antagonist	Vif-APOBEC3F blk	Glioma ERSR ind	RGS4 inh	D2 ag	LDHA block	Vif-A3G inh	ERG-DNA inh
> CC(C)c1cc(C(=O)O)on1
→ -20%	·	3%	-5%	25%	·	-9	-1%	-6%
> CCN(CC)S(=O)(=O)c1cc(C(=O)Nc2ccccn2)ccc1C
→ -14%	·	1%	-2%	-35%	·	-3	0%	9%
> Cc1cc(C)c(NC(=O)Nc2ccc3c(c2)OCO3)c(C)c1
→ i	-5	-9%	12%	14%	0.0	1	1%	-6%
> CC(C)n1c(SCC(=O)Nc2ccccc2)nc2c1c(=O)n(C)c(=O)n2C
→ 0%	9	-10%	-1%	5%	0.7	2	-10%	-2%
> O=C(COc1ccc(Cl)cc1Cl)N1CCCC1
→ -2%[57.4 µM]	4	2%	0%	11%	-0.2	-4	0%	·
> CCCCc1c(O)nc(SCC(=O)Nc2ccc(OC)cc2)n(-c2ccc(C)c(C)c2)c1=O
→ ?	·	4%	4%	·	·	-3	-14%	·
> CCOc1ccccc1NC(=O)C1CCC(=O)N1S(=O)(=O)c1ccc(C)cc1 (centres undefined)
→ -21%	8	?	-4%	13%	0.3	-8	0%	2%
> Nc1ccc2oc(-c3cccs3)nc2c1
→ -19%	7	-7%	4%	-4%	0.8	-3	-2%	6%
> CCOC(=O)C1CCN(C(=O)CNS(=O)(=O)c2ccc(Br)s2)CC1
→ -25%	·	-16%	-3%	26%	·	-6	3%	-8%
> Oc1ccc2ccccc2c1CN1CCN(c2ccccc2)CC1
→ ?	-12	1%	-6%	-44%	9.4	1	0%	1%

Later entries:
Below each SMILES – ALOX12 inh	D2 antagonist	Vif-APOBEC3F blk	Glioma ERSR ind	RGS4 inh	D2 ag	LDHA block	Vif-A3G inh	ERG-DNA inh
> CCOC(=O)C1=C(C)N(C[C@@H]2CC[C@@H](Cc3ccc4cc(OC)ccc4c3)O2)C(=O)NC1c1ccc(OC)cc1 (some centres undefined)
→ -34%	·	-6%	-4%	15%	·	2	5%	0%
> Cc1nc2ccc(C(=O)N3CCN(c4ccccn4)CC3)cc2s1
→ 4%	-22	-3%	-5%	2%	-0.9	-2	3%	-1%
> Cc1c([N+](=O)[O-])cc(C(=O)NCc2ccc(F)cc2)cc1[N+](=O)[O-]
→ -6%	7	10%	-4%	5%	2.3	2	3%	1%
> Cc1ccc(C)c(OCCNc2ccc([N+](=O)[O-])cn2)c1
→ 0%	-20	-7%	1%	14%	0.2	3	-4%	3%
> Cc1cccnc1Oc1ncccc1N
→ 0%	·	1%	-5%	-7%	·	0	-1%	-8%
> CCN(Cc1ccccc1)C(=O)CCc1c(C)nc2c(c(C)nn2-c2ccc(C)c(C)c2)c1C
→ -2%	·	-7%	0%	-16%	-1.3	-1	-5%	3%
> CCCCn1c(N)c(NCC(C)C)c(=O)[nH]c1=O
→ -7%	15	2%	-3%	19%	0.5	-11	-1%	4%
> CCC(C(=O)N1CCN(c2ccccc2OC)CC1)c1ccccc1 (centres undefined)
→ 18%	-3	-23%	-3%	16%	1.8	-4	?	0%
> O=C(NCc1ccc(N2CCCC2=O)cc1)Nc1ccccc1
→ 43%[activator]	0	7%	-2%	10%	1.4	-5	2%	0%
> CC(C)(C)NS(=O)(=O)c1cc(C(=O)O)ccc1Cl
→ -44%	2	13%	-4%	-15%	0.9	0	-2%	6%

Continuation:
Below each SMILES – ALOX12 inh	D2 antagonist	Vif-APOBEC3F blk	Glioma ERSR ind	RGS4 inh	D2 ag	LDHA block	Vif-A3G inh	ERG-DNA inh
> COc1cc(/C=C/C(=O)Nc2nnc(C(C)(C)C)s2)cc(OC)c1OC
→ -28%	10	-8%	0%	-36%	-0.7	-7	0%	5%
> CCOC(=O)N1CCN(C(=O)CSc2ccc3nnc(CCNC(=O)c4ccc(OC)cc4)n3n2)CC1
→ 6%	-8	9%	-1%	9%	0.0	-1	-3%	-7%
> Cn1c(=O)[nH]c(=O)c2c1nc(CN1CCN(c3cccc(Cl)c3)CC1)n2Cc1ccccc1Cl
→ 19%[57.4 µM]	-20	0%	-2%	-10%	-0.7	-2	-18%	-3%
> CSCCC(NS(=O)(=O)c1cccc(C(F)(F)F)c1)C(=O)N1CCN(C(=O)c2ccco2)CC1 (centres undefined)
→ -15%	·	-2%	-3%	9%	·	-6	-2%	-4%
> O=[N+]([O-])c1c(NCCO)cc(N2CCC3(CC2)OCCO3)c2nonc12
→ ?	-4	-1%	-3%	8%	0.2	-6	1%	-11%
> CC(C)(C)NC(=O)CN(C(=O)CCC(=O)Nc1nccs1)c1ccc(F)cc1
→ 30%[activator]	4	1%	-2%	-1%	0.4	-1	4%	-14%
> COc1ccc(CNC(=O)CN(Cc2ccc(OC)cc2)C(=O)c2csnn2)cc1
→ 0%	7	0%	-1%	2%	0.0	-3	-6%	-7%
> N#CC(C#N)=C1c2cc(S(=O)(=O)NCCO)ccc2-c2ccc(S(=O)(=O)NCCO)cc21
→ ?	-5	-8%	0%	-21%[56.9 µM]	0.2	7	2%	-7%
> CCCc1cc(=O)oc2c(C)c(OCC(=O)NCCN3CCOCC3)ccc12
→ 19%&-8%	·	1%	-7%	15%	·	-5&-11	1%	34%[activator]
> CCOC(=O)c1c(N)n(-c2ccc(C)c(C)c2)c2nc3ccccc3nc12
→ -17%	·	4%	-4%	1%	-1.2	0	-2%	5%

Continued:
Below each SMILES – ALOX12 inh	D2 antagonist	Vif-APOBEC3F blk	Glioma ERSR ind	RGS4 inh	D2 ag	LDHA block	Vif-A3G inh	ERG-DNA inh
> CC[C@@H](C)[C@H](CN[C@H](CNC)[C@@H](C)O)NCCc1ccc(OC)cc1
→ 10%	23	2%	-2%	-5%	1.3	-8	7%	2%
> COc1ccc(NC(=O)COC(=O)c2ccc(N3CCCC3=O)cc2)cc1
→ 5%	-16	1%	-3%	-10%	-1.1	-11	-9%	5%
> O=C(CNC(=O)c1cccc(F)c1)OCCOc1cccc(Cl)c1
→ -1%	8	4%	-2%	17%	0.4	-8	0%	4%
> CC(C)(C)c1ccc(C(=O)NNC(=O)C(=O)N2CCCCC2)cc1
→ 11%	11	-12%	2%	-17%	-0.1	-3	0%	0%
> CC1(C)CC(=O)C2=C(C1)OC(N)=C(C#N)C21CCN(C(=O)OCc2ccccc2)CC1
→ 9%	-6	-10%	2%	1%	0.3	0	1%	·
> Cc1ccc(NC(=O)C2CCN(S(=O)(=O)c3c(C)noc3/C=C/c3ccco3)CC2)nc1
→ ?	-1	-10%	-3%	-13%	1.2	-11	-1%	2%
> CCc1cccc(C)c1NC(=O)CCCn1c(C)c2cnn(-c3ccccc3)c(=O)c2c1C
→ -6%	·	-4%	-3%	3%	-0.1	-4	-2%	7%
> Cc1ccc(CSC2=NCCN2C(=O)c2ccc([N+](=O)[O-])cc2)cc1
→ 0%	0	9%	-1%	-25%	2.1	-2	1%	4%
> COc1cccc(CN(C)C(=O)C23CC4CC(CC(NC(C)=O)(C4)C2)C3)c1OC
→ 16%	0	-10%	-3%	-4%	-1.3	1	3%	0%
> CCc1cccc(NC(=O)COc2ccccc2)c1
→ 31%[activator]	-9	6%	6%	30%	-1.2	0	0%	2%
> Cc1c(C)n(C)c2ccc(C(=O)NCCCN3CCN(C)CC3)cc12
→ 4%	-1	5%	0%	11%	0.8	1	2%	-1%
> O=C(Cn1ncn2nc(-c3cccs3)cc2c1=O)NCc1cccc(Br)c1
→ 10%	·	-10%	-1%	3%	-0.2	-10	3%	-2%
> O=c1[nH][nH]c(C(F)(F)F)c1C=Nc1ccccc1
→ 2%	-6	-1%	-7%	4%	-0.4	-5	-3%	1%

Screens as filed in PubChem.
